b-catenin transl – alters nuclear translocation of beta-catenin in HeLa cells; immunofluorescence imaging; nuclear translocation activity, % at 5 µM; hit rate 0.3% among 190,000;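 active means nuclear translocation activity above 50% at 5 µM, with a well cell count of 50 or more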;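 further: per-cell ratio of nuclear to cytoplasmic median beta-catenin stain intensity; plate controls were DMSO negative control for no effect and GSK-3 inhibitor IX positive control for full effect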
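test system = HeLa cells, endogenous beta-catenin | dosing = single 5 µM dose plus 0.02–20 µM confirmation series | times = compound treatment 24 h, 37°C, 5% CO2 | technique = beta-catenin immunofluorescence imaging with DAPI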
Yfh1-depleted yeast – enhancers of respiration in Yfh1-depleted yeast, dose response, Friedreich's ataxia, plus single-dose screen (AID 1465); hit rate 0.074% among 220,000; fold induction at 50 µM, or EC50 in µM where a hit was titrated; S. cerevisiae Yfh1-off respiration, WST-1 reduction, 72 h; higher fold induction means a stronger effect;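 active means fold induction of absorbance versus untreated yeast above a set limit, then at least 30% activation at any dose in follow-up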;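 further: activators that raise dye reduction in frataxin-depleted yeast; strong numbers were not always called active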
MT stabilizer – stabilizes microtubules in HeLa cells | HeLa tubulin immunostaining HCS, 24 h; share of cells brighter than vehicle mean+2SD | % tubulin-high responders, % at 10 µM | hit rate 0.83% among 200,000;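 active means plate Z-score above 3 for both tubulin-high and condensed-nucleus cell shares, with cell loss under 80%, at 10 µM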;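 further: anti alpha tubulin signal scored within the nucleus-defined area of each cell; some results filed as inactive read as strong as hits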
WT yeast gro inh – growth inhibition of WT yeast, mitochondrial fusion screen | mitochondrial fusion phenotypic screen, WT strain | inhibition, % at 10 µM | hit rate 2.1% among 190,000 | AID 1362; in the data active means inhibition above about 58%; tested in S. cerevisiae
Insulin prom up – MIN6 insulin promoter up-regulation | MIN6 insulin promoter-GFP reporter, high-content imaging; active compounds read high | z-score at 5 µM | hit rate 0.3% among 190,000;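 active means z-score above 3 at 5 µM with at least 500 cells counted in the well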
human PMI inhibition – MPI enzyme activity inhibition – biochemical, fluorescence intensity, coupled assay, primary screen (AID 1209); purified PMI enzyme, coupled fluorescence intensity; higher % means a stronger effect; inhibition, % at 20 µM; hits with a dose series show IC50 in µM; hit rate 0.42% among 190,000;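 further: plate controls were DMSO vehicle for no effect and wells lacking substrate for full effect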
human PMI inhibitors – MPI inhibition at elevated mannose 6-phosphate – biochemical, fluorescence intensity, high mannose 6-phosphate, primary screen (AID 1220); inhibition, % at 20 µM; hits with a dose series show IC50 in µM; recombinant PMI enzyme, coupled fluorescence intensity; higher % means a stronger effect; hit rate 0.66% among 190,000
Autophagy HCS – modulators of autophagy; MEF GFP-LC3 puncta imaging; test concentration mostly 10 µM; hit rate 0.98% among 190,000; calls only at 10 µM (by protocol); AID 463193;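 active means percentage of spot-positive cells more than 3 SD above its plate mean, without a fluorescence outlier flag or 80% toxicity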;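 further: spot-positive cell cutoff set from DMSO-treated cells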
Dynein cargo inh – blocks dynein driven cargo transport along microtubules; z-score, hits read low; 3617.4 mouse cells, GR-EGFP nuclear translocation imaging; test concentration mostly 20 µM; stimulated with dexamethasone, 1 µM; active compounds read low; hit rate 0.47% among 220,000;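 active means plate z-score of nuclear minus cytoplasmic receptor signal below a set negative limit, without overly bright fluorescence or cell loss, cut at about -3.5 in these data, passing the limit was not always enough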;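 further: z-score of nuclear minus cytoplasmic ring GR-EGFP intensity difference per well; some compounds called inactive have numbers as strong as hits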
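Buffer or medium – tet-free medium with charcoal-stripped serum · Signal – automated 10x imaging of fixed Hoechst-stained cells · Also added – dexamethasone agonist, 1.0 µM final, for 30 min · Incubation – induction 48 h, compound 1 h, agonist 30 min · Read-out – GR-EGFP nuclear translocation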
WT yeast gro inh mutant strain – second read-out of WT yeast gro inh, no call of its own (marks repeat the call); inhibition, %; mitochondrial fusion phenotypic screen, mutant strain inhibition
Dynein cargo inh cytoplasmic EGFP – further read-out of Dynein cargo inh, marked with its call; z-score; measured here: cytoplasmic GR-EGFP intensity; active compounds read high
Dynein cargo inh nuclear GR-EGFP – second read-out of Dynein cargo inh, no call of its own (marks repeat the call); z-score; measured here: nuclear GR-EGFP intensity;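 lower value marks the stronger effect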
Dynein cargo inh cell count – also measured in Dynein cargo inh; calls as there; z-score; measured here: cell count per field
Insulin prom up cell count – recorded beside Insulin prom up, whose call it bears; cell count; measured here: cytotoxicity, nuclei count;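 total cells summed across four imaged fields per well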
b-catenin transl cell count 5 µM – further read-out of b-catenin transl, marked with its call; cell count; measured here: cell count, cytotoxicity flag
MT stabilizer Hoechst-high % – further read-out of MT stabilizer, marked with its call; % Hoechst-high responders; measured here: nuclear condensation Hoechst responders;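 share of cells brighter than vehicle mean plus two SD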
MT stabilizer cytotoxicity % – second read-out of MT stabilizer, no call of its own (marks repeat the call); toxicity, %; measured here: cytotoxicity by cell density;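 0% = mean cell density of plate MIN control wells and 100% = no cells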
Autophagy HCS cell loss 18 h – recorded beside Autophagy HCS, whose call it bears; toxicity, %; measured here: cell loss, nuclei count;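 cell loss after 18 h compound exposure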
Starred values were filed as active, the others as inactive; i = inactive; . = not tested or not shown. Unless noted, no stated cut-off is given here; in the data, active means inhibition above about 50%; inactive means the rest.

structure	Yfh1-depleted yeast	Dynein cargo inh cytoplasmic EGFP	MT stabilizer cytotoxicity %	human PMI inhibition	human PMI inhibitors	b-catenin transl	b-catenin transl cell count 5 µM	Insulin prom up	WT yeast gro inh	Dynein cargo inh nuclear GR-EGFP	Dynein cargo inh cell count	Dynein cargo inh	Autophagy HCS	MT stabilizer Hoechst-high %	Insulin prom up cell count	Autophagy HCS cell loss 18 h	MT stabilizer	WT yeast gro inh mutant strain
COc1ccc(OC)c(NC(=O)COC(=O)Cc2ccc(-c3ccccc3)cc2)c1	i	-0.263	6.0	12.6%	5.9%	0.4	1101	0.4	33.7	0.955	-0.523	1.44	i	1.9	1529	11.1	6.4	3.9
CC(=O)Nc1c(O)nc(SCC(=O)Nc2nnc(SCc3ccccc3)s2)[nH]c1=O	i	-0.392	2.6	-6.7%	6.1%	-0.2	1072	0.57	-5.5	0.451	0.445	0.145	i	1.9	1048	-3.3	1.8	-5.5
CCCCC(=O)Nc1cccc(NC(=O)c2ccc(Br)o2)c1	i	-0.219	7.1	10.2%	8.1%	-5.3	1170	0.94	3.3	-0.522	-0.334	-1.25	i	1.7	1011	1.9	1.1	22.9
COC(=O)c1sc(N)c(C(=O)OC)c1COC(=O)CNS(=O)(=O)c1ccc(C)cc1	i	-0.201	3.2	9.4%	0.8%	0.1	1064	1.7	-16.9	-0.361	0.602	-1.2	i	2.0	1454	-4.4	2.6	12.3
COc1ccc(/C=N/n2cncn2)cc1Cn1cc([N+](=O)[O-])cn1	i	-0.263	.	.	.	-1.4	1309	-0.3	.	-0.0102	0.452	0.114	.	.	1427	.	.	.
Cc1onc(-c2ccccc2)c1-c1n[nH]c(=S)n1-c1ccccc1Cl	i	-0.187	4.0	-1.1%	-2.2%	0.4	1286	-0.06	6.7	-0.686	0.23	-0.844	i	1.4	1662	-0.8	2.0	-6.5
CCOC(=O)c1c(NC(=S)N2CCOCC2)sc2c1CCN(C(=O)OCC)C2	i	1.31*	.	.	.	1.1	1297	0.01	.	-2.88*	-0.338*	-4.73*	.	.	1117	.	.	.
COc1ccc(N2CCN(C(C)C(=O)N3CCCC3)CC2)cc1 (stereo unspecified)	i	-0.0966	8.0	-4.1%	-7.3%	-0.1	1540	.	2.1	0.553	-1.76	0.936	i	2.1	.	16.7	1.9	-4.6
Cc1cccc2sc(NNC(=O)c3cc(-c4cccs4)nc4ccccc34)nc12	.	-0.228	8.8	-10.4%	-16.3%	-1.9	510	-0.62	59.0*	0.574	0.044	-0.202	i	0.3	1077	3.8	4.0	14.7*
CC(C)N(CCNC(=O)C1CCC(=O)N1Cc1ccc(F)cc1)Cc1ccccc1 (stereo unspecified)	i	-0.00233	5.1	-2.3%	-7.6%	-2.1	1350	1.19	12.1	-0.167	0.568	-0.0398	i	1.6	1694	1.0	2.3	-5.4
COc1cc(-c2n[nH]c(=S)n2-c2cc(C(F)(F)F)ccc2Cl)cc(OC)c1OC	i	-0.259	6.2	12.8%	8.8%	-0.4	939	-0.41	8.1	0.451	-0.739	0.627	i	1.5	1203	25.3	3.4	5.8
Cc1c(NC(=O)CSc2nnc(-c3cccc(Cl)c3)o2)c(=O)n(-c2ccccc2)n1C	i	0.146	2.2	13.8%	8.5%	-1.3	1095	-0.29	0.3	1.89	-3.11	3.22	i	1.1	1952	10.5	2.5	-19.7
Cc1ccc2c(n1)sc1c(N)ncnc12	i	-0.393	20.2	2.7%	6.4%	0.3	784	-0.41	5.5	0.755	-0.226	1.31	i	3.1	1335	-13.6	31.3	7.2
COc1ccc(OCC(N)=O)cc1	i	-0.283	5.1	9.2%	2.3%	1.5	930	0.72	12.0	-0.519	0.437	-1.01	i	3.2	1451	-19.1	3.8	-2.8
Clc1ccc2nc(N3CCN(c4ccccc4)CC3)sc2c1	i	-0.249	5.2	1.1%	13.2%	-1.0	1184	.	-2.1	-0.222	0.861	-0.312	i	2.0	.	-1.7	4.4	5.2
O=C(Nc1ccccc1F)Oc1cccc(OC(=O)Nc2ccccc2F)c1	i	-0.219	.	.	.	1.1	1223	-0.27	.	-0.119	0.165	0.0102	.	.	1096	.	.	.
CCOP(=O)(OCC)C(Nc1ccc([N+](=O)[O-])cc1)c1ccc(Cl)cc1 (stereo unspecified)	i	-0.216	2.6	4.0%	6.9%	-2.8	1110	-0.47	-6.5	-0.243	0.418	-0.000514	i	2.1	1389	-9.9	3.2	-28.8
c1ccc2c(c1)nnn2Cc1nnc2sc(-c3ccc4c(c3)OCCO4)nn12	i	-0.187	4.2	37.0%	8.0%	.	.	-0.28	-4.2	-0.562	0.832	0.233	i	1.7	1284	0.4	2.9	-0.3
O=S(=O)(NC1=NCCC1)c1ccc(F)cc1F	i	-0.368	8.8	-9.4%	-1.5%	-1.1	1111	-1.06	-3.4	0.274	0.288	-0.044	i	2.6	1357	1.2	4.8	10.7
O=C(N/N=C/c1ccc([N+](=O)[O-])o1)c1cn(-c2ccccc2)nc1-c1ccc(Cl)cc1	i	-0.354	5.5	-39.3%	-41.8%	1.2	831	-0.61	0.4	-0.132	1.87	-0.848	i	3.4	1336	3.4	2.9	-7.1
O=C(N/N=C/c1cccc(C(F)(F)F)c1)c1ccc(O)cc1	i	-0.242	8.7	8.4%	10.7%	-1.0	970	-0.1	-2.2	0.292	1.01	0.0991	i	2.1	1651	-0.7	3.5	-2.9
N#CC1=C(N)N(c2ccc(Br)cc2)C2=C(C(=O)CCC2)C1c1cccnc1 (stereo unspecified)	.	-0.199	4.3	14.9%	6.3%	.	.	-0.13	2.3	-0.139	0.511	-0.797	i	3.0	1239	-3.7	2.7	17.4
NC(=O)CC(NC(=O)Cc1cccc2ccccc12)c1ccc(NCc2cc(F)ccc2F)c([N+](=O)[O-])c1 (stereo unspecified)	i	-0.766	.	.	.	-1.3	1344	-0.04	.	-0.0883	0.0505	-0.0743	.	.	906	.	.	.
CCc1cccc(CC)c1NC(=O)COC(=O)C1(c2ccc(Cl)cc2)CCCC1	i	-0.277	3.7	11.0%	2.1%	1.1	1124	-0.41	-7.9	-0.591	0.523	-0.645	i	3.5	1488	11.6	3.8	2.3
NC(=O)c1c(NC(=O)c2ccccc2)sc2c1CCc1ccccc1-2	i	0.717	8.5	1.0%	2.0%	.	.	.	8.2	0.101	-0.631	0.0413	i	1.2	.	-0.7	2.8	4.0
COCc1nnc(NC(=O)c2ccc3c(c2)OCO3)s1	i	-0.236	4.8	-15.3%	-8.2%	-2.4	926	-0.04	-2.6	-0.409	1.23	-0.718	i	2.0	1554	-20.0	6.7	-12.8
COc1ccc(-c2nc3ccccn3c2/N=C/c2ccc(OC)c(OC)c2)cc1O	i	-0.261	4.1	21.3%	7.9%	.	.	-0.35	-4.1	0.0538	-0.33	0.931	i	4.0	1253	3.6	5.2	-14.4
Cc1c(NC(=O)Nc2ccc(Cl)cc2)c(=O)n(-c2ccccc2)n1C	i	-0.0409	4.5	4.2%	3.5%	-1.4	1085	0.07	26.0	-0.952	0.369	-1.35	i	4.3	1824	-14.7	4.8	-7.9
CC(Oc1cccc(Cl)c1)C(=O)NCc1ccc(S(N)(=O)=O)cc1 (stereo unspecified)	i	-0.306	5.5	11.9%	7.4%	2.1	989	-0.08	12.5	-0.722	1.04	-1.09	i	2.2	1450	12.7	3.3	12.5
O=C(c1cccc(C(F)(F)F)c1)C1CCCN(Cc2ccc(OCCO)cc2)C1 (stereo unspecified)	i	-0.205	10.6	-1.5%	-1.0%	0.0	1562	.	0.6	-0.155	0.57	-0.091	i	2.0	.	-7.5	1.6	-6.9
CCOC(=O)c1ccc(S(=O)(=O)NNC(=O)COc2ccc(C)cc2)cc1	i	-0.121	4.5	6.2%	9.2%	-2.5	578	0.65	3.0	-0.186	0.458	-0.878	i	2.6	1322	10.0	1.6	6.9
Cc1ccc(-c2nnc3n2N=C(c2ccccc2Br)CS3)cc1	i	-0.179	4.3	4.3%	3.5%	.	.	.	24.6	0.147	-0.381	0.00332	i	2.2	.	18.3	1.4	23.4
